APP 5UTR inh: APP translation inhibition | SH-SY5Y APP 5'UTR-luciferase reporter, luminescence | inhibition, % at 2 µM | 190,000 compounds, 0.82% hits;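 active means inhibition above a set limit, derived from the sample mean plus 3 SD, cut at about 45% in these data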; further: values of inactives mirror those of a sister screen read the other way
Hsp70 act: Hsp70 transcriptional activation, primary screen. HeLa Hsp70 promoter luciferase reporter, luminescence; scaled: vehicle 0, proteasome-inhibitor control 100%. activation, % at 10 µM. 200,000 compounds, 0.04% hits;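 active means activation above the mean across all tested compounds plus 3 SD, cutoff set per campaign, cut at about 5.5% in these data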;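 further: 100% = MG132 at 30 µM as the positive control and 0% = DMSO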
G6PDH CS: inhibits Leuconostoc G6PDH, flagging false hits in G6PDH-based assays; inhibition, % at 5 µM; Purified L. mesenteroides G6PDH, diaphorase/resazurin coupled fluorescence, 45 min; 200,000 compounds, 0.12% hits; in the data active means inhibition above about 50%
APP 5'UTR act: activates APP 5'UTR luciferase reporter; SH-SY5Y APP 5'UTR luciferase reporter, luminescence; zero percent = DMSO vehicle wells; activation, % at 2 µM; 190,000 compounds, 1% hits; AID 1276;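 active means activation above a set limit, based on mean plus 3 SD of controls, cut at about 140% in these data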; further: values of inactives mirror those of a sister screen read the other way
NF-kB neuron act: raises NF-kB expression in human neuronal cells. NF-kB reporter expression; stronger effect = higher value. fold change at 12.5 µM. 190,000 compounds, 1.6% hits; in the data active means fold change above about 3.3
FLuc inhib CS: counter-screen for luciferase assay inhibitors: firefly luciferase inhibition. inhibition, % at 10 µM. ATPLite firefly luciferase biochemical luminescence, 10 min. 200,000 compounds, 1.5% hits. P08659;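 active means inhibition above about 50% when tested at 10 µM, limit read from the data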
Target sequence (P08659 whole entry, looked up): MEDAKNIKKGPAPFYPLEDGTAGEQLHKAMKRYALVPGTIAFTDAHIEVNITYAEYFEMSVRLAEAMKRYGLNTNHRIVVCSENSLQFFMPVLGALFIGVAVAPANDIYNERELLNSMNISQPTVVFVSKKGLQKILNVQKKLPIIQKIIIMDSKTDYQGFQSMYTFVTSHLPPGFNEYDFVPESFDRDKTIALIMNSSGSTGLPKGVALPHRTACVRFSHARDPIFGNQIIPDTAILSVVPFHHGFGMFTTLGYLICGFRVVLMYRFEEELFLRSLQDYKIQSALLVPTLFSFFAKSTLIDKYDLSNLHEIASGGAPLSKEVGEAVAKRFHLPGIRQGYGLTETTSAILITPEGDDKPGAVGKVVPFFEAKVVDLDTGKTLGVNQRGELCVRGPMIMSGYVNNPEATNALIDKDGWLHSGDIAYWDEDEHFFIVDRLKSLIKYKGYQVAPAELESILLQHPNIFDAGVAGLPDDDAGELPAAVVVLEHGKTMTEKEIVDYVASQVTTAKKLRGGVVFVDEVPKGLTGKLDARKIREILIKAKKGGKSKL
Redox H2O2 prof: compounds producing H2O2 with reducing agent – biochemical, NIH compound library profiling, artefact control for MLSCN library redox annotation, primary screen. AID 878. activation, % at 10 µM. 200,000 compounds, 0.03% hits. DTT-dependent redox cycling H2O2, phenol red/HRP absorbance; 100% = 100 µM peroxide control, 0% = buffer;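 active means activation of at least 50% relative to the plate's high and low controls in the primary single-dose screen; inactive means activation below 50%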;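 further: compound incubated with DTT at 0.8 mM final as the reducing agent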
Efa HMGR inh: E. faecalis class II HMG-CoA reductase inhibition. purified E. faecalis HMGR, NADPH absorbance 340 nm kinetic. inhibition, % at 10 µM. 190,000 compounds, 0.41% hits. AID 1066;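 active means inhibition above a set limit, the median over all tested compounds plus 3 SD, cut at about 9.5% in these data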;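 further: enzyme runs in reverse so mevalonate oxidation gives rising NADPH absorbance; 0% = complete reaction with DMSO and 100% = background rate lacking mevalonate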
FLuc act counter: firefly luciferase counter-screen for stimulation assays; ATPlite luciferase biochemical, luminescence, 10 min; 0 = ATP-free wells, 1 = DMSO control; activation factor at 10 µM; 200,000 tested, under 10 active; P08659;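 active means luciferase activation factor, scaled between plate controls, of at least 2 with compound at 10 µM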
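System: cell-free luciferase reagent; medium: PBS as buffer for the ATP substrate; doses: test compounds dosed from 2 mM stocks in 100% DMSO; incubation: 10 min, room temperature; measured by: luminescence from luciferase reaction; read-out: luciferase activation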
STAT1 act: activators of IFN-gamma induced STAT1 signaling | activation (% of control), % at 5.5 µM | 200,000 compounds, 2.6% hits | NIH 3T3 STAT1-luciferase reporter, luminescence; 100% = IFN-gamma alone, no compound;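 active means activation above the screen-wide mean activation plus 3 SD, cut at about 130% in these data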;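 further: raw ratio to IFN-gamma control signal so 100% means no change and 0% no light; values of inactives mirror those of a sister screen read the other way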
The depositor's hits bear a star; . = not tested or not shown.

SMILES	APP 5UTR inh	Hsp70 act	G6PDH CS	APP 5'UTR act	NF-kB neuron act	FLuc inhib CS	Redox H2O2 prof	Efa HMGR inh	FLuc act counter	STAT1 act
CC1(c2ccccc2)NC(=O)N(CCOc2ccccc2)C1=O (configuration not stated)	4	-0.4	2	-4	1	-5	-0.4	0	1.1	97
COCCNC(=O)c1c(NC(=O)c2nc(SC)ncc2Cl)sc2c1CCCC2	4	0.1	-77	-4	1.1	-2	-0.5	-1	1	112
C=CCNC(=S)Nc1cccc(NC(=S)NCC=C)c1	0	-0.3	-14	0	1.2	-5	-0.2	-1	1.1	100
CCC1(C)COC(C)(CC(=O)NNC(=O)Nc2ccccc2)OC1 (configuration not stated)	12	-0.1	5	-12	0.98	-5	-0.2	1	1.1	102
O=C(NC1CCCCC1)c1nc2c(nnn2Cc2ccccc2Cl)c(=O)[nH]1	-4	-0.1	5	4	1.2	-4	2.0	-2	1	109
Cc1ccc(C(CC(=O)c2ccc(Cl)cc2)C(=O)O)cc1 (configuration not stated)	4	-0.1	2	-4	1.2	-2	-0.9	1	1	97
Cc1cccn2cc(CCNS(=O)(=O)c3ccc4c(c3)OCCO4)nc12	-9	-0.2	-10	9	1.1	-2	0.1	4	1	107
Cc1ccc(C2=CSC3=NS(=O)(=O)CCN23)cc1C	7	-0.4	4	-7	1	-8	2.2	-2	1.1	106
CCOC(=O)C(CC)/C(C)=N\NC(=O)c1cccc(C)c1 (configuration not stated)	-26	0.0	8	26	1.4	-4	0.2	0	1	95
Cc1nc(C(C)NC(=O)CCc2nnc(-c3ccsc3)o2)cs1 (configuration not stated)	-8	-0.2	5	8	1.2	-4	-0.8	1	1	104
Cc1ccc(Oc2ncccc2CO)cc1	-2	-0.1	2	2	1.1	-7	-0.1	-5	1.1	101
CCCN1C(=O)/C(=C\C=C2/Sc3ccccc3N2CC)SC1=S	0	-0.1	9	0	1.3	7	8.9	-1	0.9	101
CCOC(=O)C1(CC2CC2)CCN(C(=O)c2ocnc2C)CC1	-8	-0.1	7	8	1.8	-2	-1.1	2	1	128
O=C(CSc1ccc(-c2cccs2)nn1)N1CCCCCC1	1	-0.2	10	-1	1.5	9	0.7	0	0.9	105
CC(NC(=O)COC(=O)C1CSC2(C)CCC(=O)N12)C12CC3CC(CC(C3)C1)C2 (configuration not stated)	6	-0.2	7	-5	0.88	-1	-1.3	-1	1	96
Cc1ccc(S(=O)(=O)CC(=O)Nc2ccc(S(=O)(=O)Nc3ccccn3)cc2)cc1	-9	0.6	10	9	0.97	-7	-0.3	-7	1.1	94
S=c1sc2c(Cl)ncnc2n1-c1ccccc1	65*	-0.3	4	-65	0.12	-7	-0.1	-3	1.1	85
CCc1nc(SCc2ccc(C(=O)OC)o2)n[nH]1	-10	-0.1	12	10	1.6	0	8.1	-7	1	108
Cc1ccc(OCc2nnc(SCC(=O)c3ccccc3)n2Cc2ccco2)cc1	8	0.0	-3	-8	1.6	-7	0.2	-8	1.1	101
CCCCN1CCc2c1nc1ccc(Br)cc1c2N	-6	0.2	1	6	1.2	-3	0.6	-2	1	96
CN(C)S(=O)(=O)c1ccc(C(=O)Nc2cccnc2)cc1	13	-0.4	6	-13	1.2	-5	0.1	-2	1	101
Cc1ccc(N2C(=O)CC(Sc3ncn[nH]3)C2=O)cc1C (configuration not stated)	1	-0.4	5	-1	1.1	-2	0.2	-3	1	93
Cc1ccc(N2CC(C(=O)Nc3nnc(C(C)C)s3)CC2=O)cc1 (configuration not stated)	-17	-0.2	-2	17	1	-6	1.0	0	1.1	101
CCCOc1ccc(Oc2cc(C)nc(SC)n2)nn1	1	-0.3	7	-1	0.93	1	2.6	-3	1	101
O=C(NC(NC(=S)Nc1cccc(C(=O)O)c1)C(Cl)(Cl)Cl)OCc1ccccc1 (configuration not stated)	12	-0.5	8	-12	1.2	-5	-0.4	-12	1.1	105
O=c1cc(-c2ccc3c(c2)OCCO3)oc2ccc(Cl)cc12	-214	-0.2	-8	214*	7.2*	50*	0.3	-7	0.5	142*
O=C(NCc1ccccn1)C1CC(=O)N(C2CCCC2)C1 (configuration not stated)	-11	-0.1	.	11	.	.	-0.3	.	.	111
CC(C)C(=O)Nc1ccc2c(c1)nc1n2CCSC1	-24	-0.1	-17	24	1.8	11	2.4	2	0.9	104
CC(=O)N1CCN(C2=NC(=O)/C(=C\c3cccs3)S2)CC1	-2	-0.2	11	2	1.2	-4	-0.2	6	1	108
CC(C)C(=O)NS(=O)(=O)c1ccc(N)cc1	7	-0.3	-2	-7	1.1	-5	-7.9	3	1	102
O=C1OC(Nc2ccc(Br)cn2)c2ccccc21 (configuration not stated)	1	0.1	5	-1	1.1	-5	-0.1	-3	1	88
CCCOc1ccc(NC(=O)OC2CCN(C)CC2)cc1	0	0.1	-3	0	1.3	-5	-0.2	-1	1.1	98
COc1ccccc1Oc1ccc2c(c1)C(=O)N(c1ccc(Br)c3cccnc13)C2=O	-6	0.0	7	6	1.1	-7	0.0	-2	1.1	98
Cc1ccccc1NC(=O)Cn1nnc2c(cnn2-c2ccc(F)cc2)c1=O	-9	-0.3	3	9	1.4	-2	-6.1	-8	1	101
Cc1ccc(S(=O)(=O)c2nc(-c3ccco3)oc2SCC(=O)NCC2CCCO2)cc1 (configuration not stated)	-1	-0.3	-7	1	1.1	-3	2.2	-2	1	98
CC(C)C(NS(=O)(=O)c1ccc2c(c1)OCCO2)C(=O)NCCc1ccccn1 (configuration not stated)	-3	-0.4	7	3	1.1	-10	-1.3	1	1.1	104
COc1ccc(CNc2ccccc2SC)cc1OC	-44	-0.3	2	44	1.7	-2	-0.1	3	1	103
COc1cc2c(cc1OC)C(C(=O)O)C(c1ccc(C)o1)N(C)C2=O (configuration not stated)	-3	-0.1	3	3	1.1	-6	-3.1	-5	1.1	91
N#CC1=C2Sc3ccccc3N2CCCC1=O	2	0.1	8	-2	1.1	6	2.0	4	0.9	116
COc1ccc(C(=O)N2CCN(c3nc4ccccc4o3)CC2)cc1OC	10	-0.3	5	-11	0.92	-9	-3.2	0	1.1	80
C=CCn1cc(C(=O)NCc2cccnc2)c(=O)c2cc(S(=O)(=O)N(CC)CC)ccc21	14	-0.1	9	-14	0.68	-3	-0.2	1	1	86
CN1CCCCc2c1nc1c(c2N)CCCC1	2	0.0	13	-2	1.1	-5	-0.3	-5	1	105
c1ccc(C(Cc2nc(-c3cccnc3)no2)c2ccccc2)cc1	6	-0.4	0	-7	0.92	-4	1.4	0	1	98
Cc1ccc2nsnc2c1NC(=O)c1ccc2c(c1)OCCO2	-1	-0.1	1	1	1.2	-5	0.2	0	1.1	107
CC(C)C(NC(=O)c1ccc(Cl)cc1)C(=O)O (configuration not stated)	8	-0.2	-3	-8	1	-8	0.0	-1	1.1	110

Printed as active in NF-kB neuron act, among the entries above:
mol | APP 5UTR inh | Hsp70 act | G6PDH CS | APP 5'UTR act | NF-kB neuron act | Redox H2O2 prof | Efa HMGR inh | STAT1 act
O=c1cc(-c2ccc3c(c2)OCCO3)oc2ccc(Cl)cc12 | -214 | -0.2 | -8 | 214* | 7.2* | 0.3 | -7 | 142*

The list goes on.
SMILES	APP 5UTR inh	Hsp70 act	G6PDH CS	APP 5'UTR act	NF-kB neuron act	FLuc inhib CS	Redox H2O2 prof	Efa HMGR inh	FLuc act counter	STAT1 act
COc1cccc(N(CC(=O)Nc2ccccc2C)S(C)(=O)=O)c1	3	0.3	-1	-3	1	-3	-0.2	-2	1	102
CCCCN(CCCC)S(=O)(=O)c1ccc(C(=O)Nc2nnc(CSC)o2)cc1	0	0.0	9	0	0.69	-9	1.7	-4	1.1	94
COCCNc1cc(C)nc2cc(-c3ccc(C)cc3)nn12	-4	-0.2	5	4	1.5	35	-0.1	-5	0.7	119
O=S(=O)(Cc1ccc(Cl)cc1)c1ccccc1-c1nnc(-c2ccccc2)o1	5	0.1	-35	-5	0.94	-4	0.7	-2	1	104
CCOC(=O)c1c(-c2ccc(Cl)cc2)cn2ccccc12	-13	-0.4	6	13	1.1	4	2.9	-5	1	109
O=c1cc(-c2ccccc2)n(S(=O)(=O)c2ccc3ccccc3c2)o1	-11	-0.3	.	11	.	.	-2.9	.	.	97
COc1ccc(NC(=O)Cc2coc3ccc4ccccc4c23)cc1S(=O)(=O)N1CCOCC1	3	-0.3	9	-3	0.94	-2	1.1	-4	1	109
O=C(CSc1nnc(CNC(=O)c2ccco2)o1)c1ccc(Cl)cc1	12	-0.3	3	-12	0.88	-10	-3.0	2	1.1	101
CCOC(=O)C1CCCN(C(=O)CN(c2ccc(OC)cc2)S(=O)(=O)c2c(C)noc2C)C1 (configuration not stated)	-12	0.1	4	12	0.86	-1	0.1	-3	1	101
NC(CC(=O)O)c1cccc(OCc2ccccc2)c1 (configuration not stated)	-7	-0.3	9	7	0.89	0	-2.4	-3	1	100
O=C(/C=C/c1ccccc1)NC1CC2CCC1C2 (configuration not stated)	-6	-0.2	12	6	1.8	18	-0.4	-3	0.8	123
Cc1ccc(N(C(=O)Cn2nnc(-c3ccc(C)o3)n2)C(C(=O)NC2CCCC2)c2ccco2)cc1 (configuration not stated)	3	-0.4	1	-3	1	-1	0.1	2	1	96
COC(=O)CNc1nc(OC)nc(N(C)C)n1	-10	0.0	2	10	1	0	1.4	-1	1	100
COc1cc(NC(=O)c2ccco2)c(OC)cc1NC(=O)CSc1nnc(-c2cccs2)n1C	11	-0.3	1	-11	0.49	-10	-2.9	2	1.1	99
S=C(NCc1ccc2[nH]c3c(c2c1)CCCC3)Nc1ccccc1	1	0.1	3	-1	0.91	-6	0.5	9.8*	1.1	104
CC1CC(Nc2ccccc2)c2ccccc2N1C(=O)c1ccncc1 (configuration not stated)	30	0.4	9	-30	0.68	-4	-0.5	-6	1	89
CCOC(=O)c1c(C)n(C)c2ccc(OCC(O)CN3CCC(C)CC3)cc12 (configuration not stated)	2	-0.4	-22	-2	1.6	-4	-1.2	-8	1	103
O=C(Cc1nn[nH]n1)c1ccccc1O	-19	-0.4	1	19	0.87	-6	-0.1	0	1.1	104
O=C(Cc1ccccc1)N1CCC(O)(c2cccnc2)CC1	.	-0.1	1	.	1.1	-8	2.1	4	1.1	105
O=C(NCC1OCCc2ccccc21)c1ccc(NC(=O)c2ccc(Cl)cc2Cl)cc1 (configuration not stated)	-1	-0.2	-13	1	1	-6	0.7	-5	1.1	102
Cc1c2cnn(-c3ccccc3)c(=O)c2c(C)n1CCCC(=O)N1CCN(c2ncccn2)CC1	7	-0.3	5	-7	0.81	-3	-1.1	-1	1	109
CCOn1c(=O)c(-c2ccc(OC)c(OC)c2)[n+]([O-])c2ccccc21	-12	-0.4	0	12	0.71	-4	-3.7	-6	1	101

An excerpt from above in order of their number in APP 5'UTR act, high to low.
| molecule | APP 5'UTR act |
| --- | --- |
| O=C(Cc1nn[nH]n1)c1ccccc1O | 19 |
| CCOn1c(=O)c(-c2ccc(OC)c(OC)c2)[n+]([O-])c2ccccc21 | 12 |
| O=C(NCC1OCCc2ccccc21)c1ccc(NC(=O)c2ccc(Cl)cc2Cl)cc1 (configuration not stated) | 1 |
| CCOC(=O)c1c(C)n(C)c2ccc(OCC(O)CN3CCC(C)CC3)cc12 (configuration not stated) | -2 |
| Cc1c2cnn(-c3ccccc3)c(=O)c2c(C)n1CCCC(=O)N1CCN(c2ncccn2)CC1 | -7 |
| CC1CC(Nc2ccccc2)c2ccccc2N1C(=O)c1ccncc1 (configuration not stated) | -30 |

Compound activity (PubChem)
